High-throughput results (PubChem)
ADAM10 inh: ADAM10 inhibition, QFRET primary screen; O14672; recombinant ADAM10, EDANS/DABCYL FRET peptide cleavage, 3 h; inhibition, % at 7 µM; actives 0.62% (n = 370,000); AID 720582;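 active = inhibition above a per-campaign cutoff equal to the mean of compounds falling between control-based bounds plus 3 SD, cut at about 20% in these data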;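 note: 0% = DMSO wells while the 100% control is not disclosed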
DAX1 inh-1: blocks DAX1 repression of SF-1 activated StAR promoter; HEK293T StAR-luciferase reporter, SF-1/DAX-1 repression relief; inhibition, % at 6.8 µM; actives 1.1% (n = 370,000); AID 652010;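 active = inhibition above the mean over all tested compounds plus 3 SD, cut at about 3.6% in these data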;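 note: 0% = DAX-1 cells with DMSO and 100% = cells lacking DAX-1 with DMSO; higher inhibition means more luminescence from relief of DAX-1 repression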
hgDAF12 agonist: agonists of H. glycines DAF-12 nuclear receptor; actives 1.8% (n = 370,000); HEK293 GAL4-hgDAF12 UAS-luciferase reporter, agonist luminescence; normalized to butyrate control; activation, % at 6.8 µM;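 active = activation above a cutoff set at the mean of all screened compounds plus 3 SD, cut at about 10% in these data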;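 note: 0% = DMSO wells and 100% = sodium butyrate wells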
HGIII-sPLA2 inh: Inhibits HGIII-sPLA2 liposome hydrolysis, primary screen. AID 743126. inhibition, % at 12.2 µM. actives 0.56% (n = 370,000). QFRET BODIPY PC-A2 liposome hydrolysis, fluorescence;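 active = inhibition above mean plus 3 SD of compounds lying within the high and low control bounds, cut at about 19% in these data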;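 note: 0% = median of test compound wells and 100% = no enzyme DMSO wells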
Target sequence (Q9NZ20 whole entry, looked up): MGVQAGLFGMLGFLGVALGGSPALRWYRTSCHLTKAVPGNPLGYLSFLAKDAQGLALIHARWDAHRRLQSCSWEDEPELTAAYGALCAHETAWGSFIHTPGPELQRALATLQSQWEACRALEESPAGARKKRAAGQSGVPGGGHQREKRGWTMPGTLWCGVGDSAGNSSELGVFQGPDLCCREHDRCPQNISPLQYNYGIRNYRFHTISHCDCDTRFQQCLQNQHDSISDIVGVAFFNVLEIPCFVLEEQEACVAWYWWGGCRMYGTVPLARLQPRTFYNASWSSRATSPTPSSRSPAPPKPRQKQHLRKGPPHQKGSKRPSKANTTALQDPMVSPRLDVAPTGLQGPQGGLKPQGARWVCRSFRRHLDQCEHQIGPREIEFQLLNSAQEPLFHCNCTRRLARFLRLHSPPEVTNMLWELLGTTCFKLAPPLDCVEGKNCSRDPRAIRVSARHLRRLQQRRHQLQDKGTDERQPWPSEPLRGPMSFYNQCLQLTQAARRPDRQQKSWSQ
SMARCA2 act: activators of SMARCA2 function; MG213 cells, MMTV-luciferase reporter, dexamethasone, overnight; activation, % at 9.1 µM; actives 1% (n = 370,000); AID 652017; in the data active = activation above about 7.8%;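 note: 0% = vehicle wells and 100% = reference activator wells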
DAX1 inh-2: inhibitors of human orphan nuclear receptor DAX1 (NR0B1); P51843; HEK293 Gal4-DAX1 luciferase reporter, luminescence; inhibition, % at 6.75 µM; actives 0.99% (n = 340,000); AID 504766;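 active = inhibition above the mean over all tested compounds plus 3 SD, cut at about 4.2% in these data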;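 note: 0% = DAX1-transfected cells with DMSO and 100% = empty-vector control cells with DMSO; inhibition shows as a rise in luminescence from relieved DAX1 repression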
Target sequence (P51843 207-470 limits assumed): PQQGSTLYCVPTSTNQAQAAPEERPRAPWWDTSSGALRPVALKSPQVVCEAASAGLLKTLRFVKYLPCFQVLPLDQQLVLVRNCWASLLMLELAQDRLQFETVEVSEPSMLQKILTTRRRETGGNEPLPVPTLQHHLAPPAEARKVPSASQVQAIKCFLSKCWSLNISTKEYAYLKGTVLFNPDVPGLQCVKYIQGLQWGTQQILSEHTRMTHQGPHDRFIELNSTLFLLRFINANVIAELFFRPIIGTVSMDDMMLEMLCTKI
GAA850 FXN act: frataxin GAA850 promoter activation; HEK293 lucGAA850 FXN promoter luciferase reporter, 24 h; percent of 10 µM SAHA response; actives 0.56% (n = 360,000); activation, % at 6 µM;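 active = activation above the average of all compounds screened plus 3 SD, cutoff fixed separately per campaign, cut at about 7.5% in these data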;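 note: 0% = DMSO wells and 100% = 10 µM SAHA wells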
ssDAF-12 act: activates DAF-12 receptor from parasite S. stercoralis. HEK293 ssDAF-12/GRIP1 lit1-tk-luc reporter, luminescence; % of 3 µM dafachronic acid response. activation, % at 6.8 µM. actives 1% (n = 370,000). AID 652126;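 active = activation above the mean over all tested compounds plus 3 SD, cut at about 0.9% in these data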;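 note: 0% = DMSO-only wells and 100% = 3 µM delta7-dafachronic acid wells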
NPR2 activator: GC-B (human) receptor activation | P20594 | HEK293-GC-B cells, CNP EC30, cGMP TR-FRET; 0% at EC30 CNP, 100% saturating CNP | activation, % at 10 µM | actives 0.11% (n = 370,000) | AID 1920062;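 active = activation at 10 µM reaching about 35% in either raw or pattern-adjusted values, limit read from the data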
hcDAF12 agonist: activates DAF-12 receptor from parasite H. contortus; HEK293 hcDAF-12 lit1-tk-luc reporter, luminescence; 0% DMSO, 100% Δ7-dafachronic acid; activation, % at 6.8 µM; actives 1.4% (n = 370,000); AID 652067;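 active = activation above the mean of all tested compounds plus 3 SD, cut at about 5.5% in these data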;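 note: 100% = response to 3 µM Δ7-dafachronic acid high control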
GC-A act: GC-A (human) enzyme activation. P16066. HEK293 GC-A cells, cGMP TR-FRET, EC30 ANP; 0% at EC30 ANP, 100% saturating ANP. activation, % at 10 µM. actives 0.14% (n = 370,000); in the data active = activation above about 40%
Numbers without * were called inactive; x = not tested or not shown.

Start of the listing, in advance:
SMILES	ADAM10 inh	DAX1 inh-1	hgDAF12 agonist	HGIII-sPLA2 inh	SMARCA2 act	DAX1 inh-2	GAA850 FXN act	ssDAF-12 act	NPR2 activator	hcDAF12 agonist	GC-A act
CCN(c1nc(C)cc(OC)n1)S(=O)(=O)c1ccccc1	5	0.0	-1.4	-2	-1	-0.8	1.0	-1.4	-7	-1.0	-12
COC(=O)c1ccc(NC(=O)CCc2nnc3ccc(N4CCC5(CC4)OCCO5)nn23)cc1	1	-0.4	2.6	4	2	0.0	0.8	-0.3	-6	-0.3	0
CN(C)C(=O)C[C@H]1CC[C@H]2[C@H](COc3ccc(NC(=O)C4CC4)cc3C(=O)N2C)O1	-3	-0.6	0.5	0	0	x	x	-1.2	-2	-2.6	2
CN(C)c1ccc(C=C2SC(=S)NC2=O)cc1	-5	0.9	2.8	7	1	1.4	2.5	0.0	0	1.7	3

This part in full, previewed entries included:
SMILES	ADAM10 inh	DAX1 inh-1	hgDAF12 agonist	HGIII-sPLA2 inh	SMARCA2 act	DAX1 inh-2	GAA850 FXN act	ssDAF-12 act	NPR2 activator	hcDAF12 agonist	GC-A act
CCN(c1nc(C)cc(OC)n1)S(=O)(=O)c1ccccc1	5	0.0	-1.4	-2	-1	-0.8	1.0	-1.4	-7	-1.0	-12
COC(=O)c1ccc(NC(=O)CCc2nnc3ccc(N4CCC5(CC4)OCCO5)nn23)cc1	1	-0.4	2.6	4	2	0.0	0.8	-0.3	-6	-0.3	0
CN(C)C(=O)C[C@H]1CC[C@H]2[C@H](COc3ccc(NC(=O)C4CC4)cc3C(=O)N2C)O1	-3	-0.6	0.5	0	0	x	x	-1.2	-2	-2.6	2
CN(C)c1ccc(C=C2SC(=S)NC2=O)cc1	-5	0.9	2.8	7	1	1.4	2.5	0.0	0	1.7	3
Cc1ccc(S(=O)(=O)N(C)C[C@H]2OCCCC[C@@H](C)Oc3ccc(NC(=O)Cc4ccccc4)cc3C(=O)N([C@H](C)CO)C[C@@H]2C)cc1	8	-0.1	-2.4	-11	-6	0.1	-1.6	-2.0	1	-0.9	-2
Cc1cccc(CCNC(=O)COc2cc(=O)n(C)c3ccccc23)c1	0	0.2	-4.3	6	1	1.1	3.5	-1.7	3	-0.6	-3
CCN(C(=O)COC(=O)c1cc([N+](=O)[O-])ccc1N1CCOCC1)C1CCCCC1	1	-1.1	0.1	6	-2	1.4	0.6	-1.2	-7	0.3	1
CN(C)S(=O)(=O)n1cnc([C@@H]2[C@@H]3C(=O)OC[C@@H]3C[C@]23N=CN(Cc2ccccc2)C3=O)c1	3	-0.4	0.6	2	2	-0.1	-1.1	-1.1	0	0.0	3
CCOC(=O)CC1C(=O)NC2CCCCC2N1C(=O)Nc1ccc(Cl)cc1 (centres undefined)	4	0.3	0.9	4	2	1.5	-0.8	-0.9	1	-0.5	-1
COc1ccc(Cl)cc1-n1c(=S)sc2c(=O)[nH]c(SCC(=O)C(C)(C)C)nc21	6	-0.1	-4.9	-39	-2	1.3	-1.0	-1.4	-2	-1.7	-5
CCC(NC(=O)c1ccc2c(c1)c(C)c(C)n2Cc1ccc(-c2ccccc2C#N)cc1)c1ccccc1 (centres undefined)	-4	-1.1	2.3	13	2	x	x	-0.2	2	2.2	0
CC(C)CNC(=O)CSc1nnc(-c2cccc(S(=O)(=O)N3CCCCC3)c2)o1	-3	0.7	1.0	2	-3	0.6	-1.5	-0.4	4	0.9	-2
O=C1CC(Cc2ccccc2)C(=O)N1c1ccc(Cl)cn1 (centres undefined)	5	-0.7	1.8	-2	-1	-1.0	-0.8	-0.6	4	-1.4	1
CCCCCC/C=N/Nc1nnc(Cc2ccccc2)c(=O)[nH]1	-20	-0.1	2.5	-2	2	-0.6	-0.2	-0.7	2	0.2	4
COc1cc(OC)cc(C(=O)NNC(=O)c2ccccc2Br)c1	3	0.3	-0.8	-6	4	0.7	0.2	-0.9	-2	0.8	0
COc1ccc2[nH]c3c(c2c1)CCN1C(=O)N([C@@H](C)C(=O)NC2CCCCC2C)C(=O)[C@]31C (some centres undefined)	-9	0.4	-1.3	-29	1	-2.5	-3.0	-1.8	-21	1.4	-11
N#Cc1c(NC(=O)C2CC(Cl)=CCC2C(=O)O)sc2c1CCCCC2 (centres undefined)	-4	0.5	-1.7	-18	2	-0.4	-2.3	-1.5	-3	-1.9	-4
CC1(C)CC(=O)c2c(n(-c3cccc4ccccc34)ccc2=O)C1	11	0.1	0.1	9	-1	-0.8	1.1	-1.3	4	-0.8	-2
CC(NC(=O)C1CCC(CNS(=O)(=O)c2ccc3c(c2)C(C)(C)C(=O)N3C)CC1)c1ccccc1 (centres undefined)	-4	-1.1	-1.3	-6	-4	-0.7	-2.7	-1.4	3	-2.5	0
O=S(=O)(c1ccc(NC(=S)NN=C(C2CC2)C2CC2)cc1)N1CCOCC1	-4	0.1	-0.4	-7	-3	0.0	-1.1	-1.8	-5	0.6	-5
Cc1ccccc1CNC(=O)C(=O)NCC1OCCCN1S(=O)(=O)c1ccc(F)cc1C (centres undefined)	4	-1.1	-2.0	-1	3	-0.1	-1.7	-1.5	-1	-0.8	-1
Cc1sc2ncnc(-n3cnc4ccccc43)c2c1C	-56	-0.4	0.7	6	-3	0.1	2.4	-1.1	-3	-2.5	-6
CCCOC(=O)c1ccc(Oc2c(-c3ccc(OC)cc3O)n[nH]c2C)cc1	17	-0.4	-1.1	-33	1	-0.6	2.4	-1.7	12	0.6	8
CC1CCc2nn(CC(=O)NCCCN3CCOCC3)cc2C1 (centres undefined)	-2	-0.5	-1.2	1	1	1.7	2.5	-1.8	-1	-0.4	1
COc1ccccc1C(CNC(=O)c1cccc(S(=O)(=O)NCc2ccccc2)c1)N(C)C (centres undefined)	-4	0.4	0.1	-7	-1	4.8*	-1.7	-0.9	4	0.2	1
COc1cc2c(cc1OC)CN(C(=O)c1oc3ccccc3c1C)CC2	-1	-0.5	-2.5	-5	-4	-1.2	-1.3	-1.9	0	-2.8	-2
CCCCCCOc1ccc(N2C(=O)CC(N(CCc3ccc(S(N)(=O)=O)cc3)C(C)=O)C2=O)cc1 (centres undefined)	15	0.3	-2.2	-29	3	0.8	0.7	-1.8	3	0.0	1
Cc1ccc(S(=O)(=O)NNC(=O)c2ccc(NC(=O)C3CC3)cc2)cc1	-16	-0.7	-2.8	0	-1	1.2	0.0	-0.8	7	1.0	1
COc1ccc(CCNc2ccc(N3C(=O)CC(C)C3=O)cc2[N+](=O)[O-])cc1 (centres undefined)	-1	-0.3	-3.6	6	-2	0.6	1.2	-1.4	8	-1.3	0
CCOC(=O)N(C)c1c(CC)nc2c(OCc3ccc(C(F)(F)F)cc3)cccn12	-10	-1.6	-2.9	-5	-2	x	-1.7	-1.6	10	-1.8	9
O=C(NCc1cccnc1)C1CC(c2ccccc2O)=NO1 (centres undefined)	0	-0.3	1.2	0	1	0.7	-1.4	-1.4	10	-0.2	3
CCc1ccc(NC(=S)N(CCCN2CCN(C)CC2)Cc2cccs2)cc1	8	0.4	-0.4	-1	2	-0.3	1.6	-0.9	-1	1.4	0
CCOC(=O)c1ccc2[nH]c3c(c2c1)CN(C)CC3	-39	0.4	0.6	-9	3	0.8	-0.8	-1.4	4	0.2	12
CCOCCOc1cccc(C(=O)NC(c2ccccc2)c2ccccc2)c1	4	-0.1	1.0	-7	-2	1.3	0.4	-1.0	1	-2.5	2
Cc1cc(/C=C(\C#N)C(=O)NCc2ccccc2)c(C)[nH]1	-17	0.5	2.7	5	-3	0.3	-1.2	-0.9	-2	0.2	4
Nc1cc(Cl)nc(N/N=C/c2ccc([N+](=O)[O-])cc2)n1	3	-1.6	2.7	-2	-1	-0.1	3.2	-1.9	8	-0.1	11
O=C(CN1CCCC1)Nc1c2c(nc3ccccc13)N(Cc1ccccc1)CC2	-353	-0.2	-1.9	5	-1	0.3	-1.0	-1.2	0	1.0	10
NC(=O)NC(Cc1ccccc1)C(=O)NNC(=O)COc1ccccc1Cl (centres undefined)	-16	-0.7	4.1	8	-3	1.7	-0.1	-0.9	1	1.6	-2
CCCc1ccc2oc(C(=O)N(C)Cc3ccn[nH]3)c(C)c2c1	9	0.6	9.1	-9	6	0.8	6.3	-0.4	-6	4.6	1
O=C(Nc1cc2c(=O)n(-c3ccc(Oc4ccccc4)cc3)ccc2oc1=O)c1ccccc1	-19	-0.7	-1.2	2	4	-0.3	1.2	-1.4	0	-1.0	2
C[C@H]1CN([C@@H](C)CO)C(=O)CCCn2nncc2CO[C@@H]1CN(C)S(=O)(=O)c1ccc(-n2cccn2)cc1	-11	0.2	-1.4	17	-2	1.4	1.4	-1.1	0	0.3	0
CC(C)(C)NC(=O)CON=C1c2ccccc2-c2ccccc21	6	0.1	0.2	-17	-6	-1.8	-0.9	-1.9	0	-4.9	-7
Cc1cc(NC(=O)c2ccc(N3C(=O)C4C5C=CC(C5)C4C3=O)cc2)no1 (centres undefined)	-4	0.2	-2.5	7	-2	-1.3	0.2	-1.4	3	0.6	1
Cc1cccc(CN2CCC(C(=O)Nc3cccc(-c4cscn4)c3)CC2)n1	-5	-0.4	1.3	0	-1	-0.6	1.0	-1.4	-4	-2.1	-6
COc1ccc(-c2nnc(SCC(=O)NNC(=O)c3ccc(C)cc3)o2)cc1	4	-0.2	-0.4	-6	-3	0.1	2.2	-0.8	-2	-0.9	-2
O=C(Nc1cccc(S(=O)(=O)NC2=NCCCCC2)c1)c1cc(-c2ccccc2)nc2ccccc12	-9	-1.0	-3.3	6	-2	-0.5	0.7	0.2	2	-0.7	-3
COc1ccc(C(=O)NCCN2C(=O)C3C4C=CC(C4)C3C2=O)cc1OC (centres undefined)	1	-0.5	-1.2	1	-1	x	x	-0.9	1	4.9	-2
COc1ccccc1N1CCN(C(=O)C(C)N(c2ccc(C)c(C)c2)S(C)(=O)=O)CC1 (centres undefined)	-4	-1.4	-0.7	0	-2	-1.3	-1.6	-1.6	1	-1.6	0
O=C(O)CSC(=S)N1CCCC1	0	0.7	4.6	1	-3	1.3	0.6	-1.9	-2	-0.7	-3
COc1ccc(C2Nc3ccccc3C(=O)N2O)cc1CN1CCOCC1 (centres undefined)	-9	0.5	0.6	3	1	0.2	1.1	-0.1	1	-0.4	-2

Next entries
SMILES	ADAM10 inh	DAX1 inh-1	hgDAF12 agonist	HGIII-sPLA2 inh	SMARCA2 act	DAX1 inh-2	GAA850 FXN act	ssDAF-12 act	NPR2 activator	hcDAF12 agonist	GC-A act
O=C(COC(=O)Cc1cccs1)Nc1cccc(S(=O)(=O)N2CCOCC2)c1	0	3.1	3.7	-3	2	-1.0	0.6	-0.2	-3	0.8	0
COc1ccc(-c2csc3nc(C)nc(N4CCN(C(C)=O)CC4)c23)cc1OC	-8	-1.1	-2.8	7	-1	-0.4	-0.4	-1.3	-7	-1.0	-8
Cc1sc2nc(COC(=O)c3ccc(N4CCCC4)c([N+](=O)[O-])c3)[nH]c(=O)c2c1C	-7	-0.4	1.9	-2	-1	1.0	1.1	-1.4	-2	-3.2	0
CCN(CC)C(=O)CSc1n[nH]c(=O)n1CCc1ccccc1	-2	-0.4	-3.6	-2	2	1.7	-0.3	-1.2	0	-0.7	-6
